L3MBTL1 inh = qHTS Assay for the Inhibitors of L3MBTL1. Lethal(3)malignant brain tumor-like protein 1 (Homo sapiens), Q9Y468. AlphaScreen L3MBTL1–H3K9me1 peptide binding. Potency, µM (titrated, usually from 57.1 µM), inactives show at the highest dose activity, negative = inhibition, hits mostly inhibitors. actives 0.66% (n = 230,000); active = well fitted inhibition curve with a large enough effect; inconclusive = small, poorly fitted or top-dose-only effect; inactive = no such curve, though single readings can be large or run the other way; note: nearly all actives have a fitted effect of over 60% in size
Target sequence (Q9Y468 whole entry, looked up): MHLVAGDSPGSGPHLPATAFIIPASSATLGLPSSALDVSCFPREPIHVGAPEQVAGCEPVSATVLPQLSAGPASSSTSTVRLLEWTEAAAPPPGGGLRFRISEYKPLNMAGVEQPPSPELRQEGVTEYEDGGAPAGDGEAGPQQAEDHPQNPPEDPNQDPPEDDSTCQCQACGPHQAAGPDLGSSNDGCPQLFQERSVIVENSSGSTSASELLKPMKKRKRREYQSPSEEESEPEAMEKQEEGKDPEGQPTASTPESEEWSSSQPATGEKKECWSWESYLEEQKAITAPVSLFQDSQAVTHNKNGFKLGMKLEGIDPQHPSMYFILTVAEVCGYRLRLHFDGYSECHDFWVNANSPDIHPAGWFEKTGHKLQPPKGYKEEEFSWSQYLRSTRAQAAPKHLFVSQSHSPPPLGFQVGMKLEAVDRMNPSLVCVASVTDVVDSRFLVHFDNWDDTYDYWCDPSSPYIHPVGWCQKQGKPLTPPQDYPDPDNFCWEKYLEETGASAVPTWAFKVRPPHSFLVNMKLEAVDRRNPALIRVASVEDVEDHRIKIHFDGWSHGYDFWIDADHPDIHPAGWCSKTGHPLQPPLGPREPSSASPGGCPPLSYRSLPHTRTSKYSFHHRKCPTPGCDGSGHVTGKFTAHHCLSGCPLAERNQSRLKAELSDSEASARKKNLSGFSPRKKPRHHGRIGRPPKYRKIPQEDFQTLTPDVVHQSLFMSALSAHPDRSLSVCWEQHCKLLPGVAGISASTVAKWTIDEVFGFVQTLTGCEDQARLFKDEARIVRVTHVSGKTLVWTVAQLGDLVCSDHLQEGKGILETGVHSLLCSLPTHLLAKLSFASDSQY
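L3MBTL1 50 nM + b-AHA-H3(1-15)K9me1 75 nM, 30 min RT; compound added, 30 min RT; streptavidin donor/Ni-chelate acceptor beads 10 ug/mL each final, 30 min RT dark; AlphaScreen read.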
* hit, by the source's call; ? = inconclusive; [ ] = another dose, or the depositor's remark. % is set by controls: 0 for no effect and ±100 for the full control effect; potency is the fitted concentration of half-maximal effect. Not all compounds are listed. The share of hits here may be higher or lower than overall.

cpd | Molecule | L3MBTL1 inh
1 | CC(C)CC(NS(=O)(=O)c1ccccc1S(=O)(=O)NC(CC(C)C)C(=O)O)C(=O)O (centres undefined) | 3.4%
2 | O=C(CSc1nc(C(F)(F)F)cc(=O)[nH]1)N1CCCC1 | 5.0%
3 | COc1ccc(CC(=O)OCC(=O)NC(=O)Nc2ccccc2F)cc1 | -7.5%
4 | CCc1ccccc1N1C(=O)CC(Sc2nccc(C)n2)C1=O (centres undefined) | 2.1%
5 | CCc1ccc(C(=O)CN2C(=O)NC3(CCc4ccccc43)C2=O)cc1 (centres undefined) | -2.4%
6 | C=CC[C@H](CC(=O)NCCO)C(=O)NC[C@@H](OC(=O)[C@@H](CC=C)Cc1ccc(F)cc1)c1ccccc1 | 0.1%
7 | COc1ccccc1CNC(=O)c1cc(S(=O)(=O)N2CCOCC2)cn1C | -1.6%
8 | COC(=O)c1ccc(N2CCN(CCNC(=O)Nc3ccc(OC)cc3)CC2)cc1 | -5.4%
9 | Cc1ccc2nc(SCC(=O)Nc3cccc4ccccc34)nc(=O)n2c1 | 3.1%
10 | CCN(CC)S(=O)(=O)c1cc(C(=O)OC(C)C(=O)NCc2ccco2)ccc1C (centres undefined) | -1.2%
11 | COc1ccc(S(=O)(=O)N2CCOCC2)cc1NC(=O)CN1C(=O)CN(C)C1=O | -4.5%
12 | Cn1cc(S(=O)(=O)N2CCCC2)cc1C(=O)NCc1ccc(Cl)cc1 | 11.3%
13 | COc1ccc2oc(C(=O)OCC(=O)Nc3cc(S(=O)(=O)N4CCOCC4)ccc3C)c(C)c2c1 | -14.5%
14 | Cc1cc(C(=O)N(C)CC(=O)Nc2ccc(Cl)c(C(F)(F)F)c2)no1 | 4.4%
15 | O=S(=O)(NCc1ccccc1)c1ccc(NC(=S)NCc2ccco2)cc1 | -19.8%
16 | COc1ccc2[nH]c3c(c2c1)CCN1C(=O)C(CC(=O)NCCC2=CCCCC2)C[C@H](C(=O)N2CCOCC2)[C@@]31C (some centres undefined) | -1.9%
17 | O=C(Nc1ccc(Cl)c(S(=O)(=O)N2CCCCC2)c1)c1ccco1 | -6.9%
18 | O=C(NCCC1CCCCN1S(=O)(=O)c1ccc(F)cc1)C(=O)NCc1ccccn1 (centres undefined) | -4.2%
19 | COc1ccc(S(=O)(=O)Nc2cccc3c2O[C@H](CN(C)Cc2ccc(Cl)c(Cl)c2)[C@@H](C)CN([C@H](C)CO)C3=O)cc1 | -5.6%
20 | CN(C(=O)CSc1nnc(-c2cccnc2)o1)C1CCCCC1 | -4.6%

3 compounds drawn at random from the list so far:
cpd | Molecule | L3MBTL1 inh
14 | Cc1cc(C(=O)N(C)CC(=O)Nc2ccc(Cl)c(C(F)(F)F)c2)no1 | 4.4%
10 | CCN(CC)S(=O)(=O)c1cc(C(=O)OC(C)C(=O)NCc2ccco2)ccc1C (centres undefined) | -1.2%
19 | COc1ccc(S(=O)(=O)Nc2cccc3c2O[C@H](CN(C)Cc2ccc(Cl)c(Cl)c2)[C@@H](C)CN([C@H](C)CO)C3=O)cc1 | -5.6%

Next section
cpd | Molecule | L3MBTL1 inh
21 | O=C(OCC(=O)c1ccc[nH]1)c1ccc(Br)cc1 | -2.9%
22 | Cc1ccc(-c2nc3cc(N)ccc3o2)cc1Br | 0.0%[2.29 µM]
23 | CC(C)CCN1CCN(Cc2coc3ccccc3c2=O)CC1CCO (centres undefined) | 0.2%
24 | CCc1noc(C)c1C(=O)N(CCC(C)C)c1c(N)n(Cc2ccccc2)c(=O)[nH]c1=O | 9.3%
25 | CCOC(=O)C1=C(COC(=O)CNC(=O)c2cc(OC)c(OC)c(OC)c2)NC(=O)NC1C (centres undefined) | -1.9%
26 | COC(=O)C1CCN(C(=O)COC(=O)CNC(=O)c2ccc(Cl)cc2Cl)CC1 | -5.4%
27 | CN(C)S(=O)(=O)c1ccc(N2CCCC2)c(C(=O)NCC2CCCO2)c1 (centres undefined) | 8.7%
28 | O=C(NCc1ccccc1)C1CCCN1C(=O)Nc1ccccc1[N+](=O)[O-] (centres undefined) | 3.5%
29 | Cc1cc(N2CCCC2)ccc1NC(=O)CN1C(=O)NC2(CCCCC2)C1=O | -4.5%
30 | COc1ccc(CN2CCN(Cc3ccc4cc(F)ccc4n3)CC2CCO)c(C)c1C (centres undefined) | -1.8%
31 | Cc1c2ccccc2cc(Cc2ccccc2)[n+]1C | -9.2%
32 | Cc1ccc(N2C(=O)N(CC(=O)Nc3c(C)cc(C)cc3Cl)C(=O)C2C)cc1 (centres undefined) | 2.3%
33 | O=C1C2C3CCC(O3)C2C(=O)N1c1cccc(O)c1 (centres undefined) | -4.9%[2.29 µM]
34 | O=C(Nc1nc2ccc(F)cc2s1)c1ccc(N2CCCC2=O)cc1 | -4.4%
35 | CC(=O)c1ccc(NC(=O)NC2CC(=O)N(c3ccc4c(c3)OCCO4)C2)cc1 (centres undefined) | 6.2%
36 | Cc1ccc(COC(=O)CN2C(=O)NC3(CCCCC3C)C2=O)cc1 (centres undefined) | 7.2%
37 | COCCCNC(=O)C[C@H]1C[C@H](C(=O)N2CCOCC2)[C@@]2(CCC3CCCC3)c3[nH]c4ccc(Cl)cc4c3CCN2C1=O | 8.4%
38 | CCc1ccc(S(=O)(=O)N2CCN(c3ncccn3)CC2)cc1 | 4.4%
39 | CN(C(=O)COn1nnc2ccc(Cl)cc21)C1CCS(=O)(=O)C1 (centres undefined) | 1.6%
40 | O=C(/C=C/c1ccco1)NC(=S)Nc1ccccc1 | -5.2%[2.29 µM]
41 | COc1c2n(C)ccc3c-2n(c(=O)c1=O)c1ccccc31 | 3.0%
42 | CCc1cc2c(Nc3ccccc3O)nc(C)nc2s1 | 6.4%
43 | Cc1cc(C)cc(NC(=O)COc2coc(CN3CCN(c4ccccc4)CC3)cc2=O)c1 | -12.1%
44 | CC(=O)c1ccc(OCCCC(=O)Nc2cccc(S(=O)(=O)N3CCOCC3)c2)cc1 | 4.5%
45 | Cc1cc(S(=O)(=O)N2CCCCC2CCNC(=O)C(=O)NC2CC2)ccc1F (centres undefined) | 3.6%
46 | CSc1ccccc1NC(=O)CN1CCN(S(=O)(=O)c2ccccc2[N+](=O)[O-])CC1 | -3.3%
47 | CC(C)CNC(=O)C(=O)NCC1CCCN1S(=O)(=O)c1cccs1 (centres undefined) | 6.1%
48 | Cc1ccc(CN(C)CC(=O)Nc2ccccc2C(=O)NC2CC2)o1 | 5.3%
49 | CCc1nnc(NS(=O)(=O)c2ccc(NC(=O)CCC(=O)O)cc2)s1 | 3.5%
50 | COc1ccc(NC(=O)c2ccc(-c3ccc(C(C)=O)cc3)o2)cn1 | 8.4%
51 | Cc1ccc2c(c1)C(=O)C(=O)N2Cc1ccccc1 | -4.0%
52 | CCOc1cc(C)ccc1OCc1nnc(SCC(=O)Nc2cccc(C(=O)O)c2)n1-c1ccccc1 | -1.8%
53 | CCCCn1c(N)c(N(CC(C)C)C(=O)CC(NC(=O)c2ccccc2)c2ccccc2)c(=O)[nH]c1=O (centres undefined) | 4.1%
54 | COc1cccc(N(CC(=O)N2CCCC2)S(C)(=O)=O)c1 | 5.8%[2.29 µM]
55 | O=C(CSC1=NS(=O)(=O)c2cc(F)ccc2N1)Nc1ccc(F)cc1 | 4.6%
56 | CCN(CC(=O)Nc1c(F)cccc1F)C(=O)CNC(=O)COc1ccccc1 | 8.7%
57 | Cn1c(N)c(C(=O)COC(=O)c2ccc(-c3ccccc3)cc2)c(=O)n(C)c1=O | 7.6%
58 | O=C(CCCc1ccccc1)NCCS(=O)(=O)N1CCN(c2ccccc2F)CC1 | 3.1%
59 | CCc1noc(C)c1C(=O)NNC(=O)c1ccc(F)cc1 | 34.4%
60 | CC(=O)N(C)c1ccc(N=NC2C(=O)N(C(N)=S)N=C2C)cc1 (centres undefined) | ?

Entries 59 to 60, reprinted for reference:
cpd | Molecule | L3MBTL1 inh
59 | CCc1noc(C)c1C(=O)NNC(=O)c1ccc(F)cc1 | 34.4%
60 | CC(=O)N(C)c1ccc(N=NC2C(=O)N(C(N)=S)N=C2C)cc1 (centres undefined) | ?

More records.
cpd | Molecule | L3MBTL1 inh
61 | Cc1ccc(NC(=O)C(C)N2C(=O)c3ccccc3C2=O)c(C)c1 (centres undefined) | -2.9%
62 | CCCCOc1ccc(C(=O)N2CCN(c3ccc(N4CCOCC4)nn3)CC2)cc1 | -6.7%
63 | COc1ccc(CCNC(=O)COC(=O)c2ccc(OC)cc2OC)cc1 | 6.5%
64 | O=S(=O)(Nc1ccc(-c2ccc(N3CCOCC3)nn2)cc1)c1cc(Cl)ccc1Cl | -4.0%
65 | O=C(NCc1ccc(F)cc1)c1cccc2c1C(=O)c1ccc(N3CCC(Cc4ccccc4)CC3)cc1S2(=O)=O | 11.4%
66 | Cc1nc2ccc(C(=O)Nc3ccc4nc[nH]c4c3)cc2[nH]1 | -8.5%
67 | COC(=O)[C@@H](c1ccccc1)N(C)S(=O)(=O)c1cccc(S(=O)(=O)N(C)[C@@H](C(=O)OC)c2ccccc2)c1 | -7.2%
68 | C/C(=N\NC(=O)c1ccc(Cl)cc1)c1ccccn1 | ?
69 | N#C/C(=C\c1c[nH]c2ccccc12)C(=O)NC1CC1 | -0.7%
70 | COc1ccc2oc(C(=O)OCC(=O)N(C)c3c(N)n(Cc4ccccc4)c(=O)[nH]c3=O)c(C)c2c1 | -4.5%
71 | COc1cc([C@@H]2CC=C(C(=O)O)CN2S(=O)(=O)c2ccc(C)cc2)cc(OC)c1OC | -3.5%
72 | CC(=O)O[C@@]1(C)C[C@@H](O)[C@]2(O)C=CO[C@@H](O[C@@H]3O[C@H](CO)[C@@H](O)[C@H](O)[C@H]3O)[C@@H]21 | 0.6%
73 | Oc1ccc(COC2CCN(Cc3ccccc3)C2)c2cccnc12 (centres undefined) | ?
74 | Cc1ccc(NC(=O)C(c2ccccc2)N2CCN(CC(=O)NC3CC3)CC2)cc1Cl (centres undefined) | 4.8%
75 | COc1ccc(NC(=O)CN(C)CC(=O)N2CC(=O)Nc3ccccc32)cc1 | -10.7%
76 | Cc1ccc(NC(=O)c2cc(S(=O)(=O)N(C)C)ccc2N2CCCC2)cc1S(=O)(=O)N(C)C | -2.3%
77 | CCc1ccccc1NC(=S)N1CCN(c2ccccc2F)CC1 | 39.3%[activator]
78 | Cc1ccc(C)c(OCCC(=O)OCC(=O)Nc2cc(S(=O)(=O)N3CCCCC3)ccc2C)c1 | -3.0%
79 | Cc1c(C(=O)Nc2cccc(F)c2)cnn1-c1ccccc1 | -0.4%
80 | COc1cc(/C=N/N2CCN(Cc3ccc(C)cc3)CC2)cc(OC)c1O | -10.2%
81 | N#CC1=C(N)Oc2cc(N)ccc2C1c1ccc(F)cc1F (centres undefined) | -4.7%
82 | CCC1(C)NC(=O)N(CC(=O)c2cc(C)n(C3CC3)c2C)C1=O (centres undefined) | 1.8%
83 | COc1ccccc1C(=O)NNC(=O)c1cccc(Br)c1 | 6.4%[2.29 µM]
84 | NC(=O)CSc1nc2ccccc2c(=O)n1Cc1ccccc1 | 4.9%
85 | CCOC(=O)c1ccc(N=Nc2c(C)[nH]n(-c3ccccc3)c2=O)cc1 | -4.0%
86 | COc1ccc(CNC(=O)CCCn2nc(C)n3ccnc3c2=O)cc1 | -4.4%
87 | CC(=O)Nc1ccc(S(=O)(=O)N(C#N)c2nc(C)cc(C)n2)cc1 | 15.6%
88 | CC(OC(=O)C1=COCCO1)C(=O)NC1CCCCC1C (centres undefined) | 7.0%
89 | COc1ccccc1C(=O)COC(=O)Cn1nc(C)c([N+](=O)[O-])c1C | -2.1%
90 | COc1ccc(C(=O)NCCS(=O)(=O)N(C)C2CCCCC2)cc1 | 10.8%
91 | CC(C)N1C(=O)C(=O)N(CC(=O)N(C)c2ccccc2)C1=O | 4.7%
92 | O=C(/C=C/c1ccccc1)OCC(=O)N1CCN(c2ccccc2)CC1 | -1.6%
93 | O=C(Nc1cc(-c2ccccc2)cs1)c1ccco1 | -5.2%
94 | O=S(=O)(c1ccc(NCCCO)nc1)N1CCOCC1 | 2.4%
95 | CCSc1nsc(NC(=O)Nc2cccc(OC)c2)n1 | -2.2%
96 | O=C(CSC1=NS(=O)(=O)c2cc(F)ccc2N1)Nc1ccccc1 | -0.2%
97 | CCCCn1c(N)c(N(CCOC)C(=O)c2ccc(S(=O)(=O)N3CCCCCC3)cc2)c(=O)[nH]c1=O | 4.9%
98 | COc1ccc(NC(=O)c2ccccc2Oc2ccccc2)cc1 | 1.3%
99 | O=C(Nc1cccc(C(F)(F)F)c1)C1CC(=O)N(CCc2ccccc2)C1 (centres undefined) | 1.1%
100 | CCOC(=O)C1CCN(C(=O)CCNS(=O)(=O)c2ccc(C)cc2)CC1 | 5.3%
101 | NC(=O)c1ccc(Cn2c(C(=O)c3ccc(Cl)cc3)c3ccccc3[n+]2[O-])cc1 | -3.9%
102 | CN(CC(=O)Nc1ccc(F)cc1)CC(=O)N1CCCC1 | -8.5%
103 | COc1ccc(CC(=O)Oc2ccc(C(C)C)cc2)cc1S(=O)(=O)N1CCOCC1 | -14.2%
104 | O=C(CN1CCCCC1)N/N=C/c1ccc(Cl)cc1 | -12.0%
105 | CCOc1ccc(S(=O)(=O)NCCC(=O)NCCc2ccc(C(C)C)cc2)cc1 | -1.5%
106 | Cn1c(C2CCCCC2)nc2ccccc21 | 14.0%
107 | COc1cc(/C=N/NC(=O)c2cc(-c3ccccc3)nc3ccccc23)cc(OC)c1O | -0.6%[2.29 µM]
108 | CN(C)c1ccc(-c2sc(Nc3ccccc3)n[n+]2-c2ccc(F)cc2)cc1 | 59.6%[activator]
109 | COc1ccccc1NCC(=O)c1ccc(C)c(C)c1 | -1.4%[2.29 µM]
110 | CN(Cc1nc2ccccc2c(=O)[nH]1)C(=O)c1cc(C2CC2)nn1-c1ccccc1 | -1.1%
111 | CCOC(=O)CN[C@H]1CCC2C3CC=C4C[C@@H](O)CC[C@]4(C)C3CC[C@@]21C (some centres undefined) | -4.2%
112 | CCCN(C(=O)COC(=O)c1[nH]c(C)c(C(=O)OC)c1C)c1c(N)n(Cc2ccccc2)c(=O)[nH]c1=O | -12.4%

Source: PubChem
